Screens (PubChem)
DRD3 antagonist = qHTS of D3 Dopamine Receptor Antagonist: qHTS | 360,000 tested, 2.5% active | max response, negative = inhibition, % | AID 652054, 2013 | D3R cells, DiscoveRx beta-arrestin luminescence, antagonist mode; stronger effect = lower value | D(3) dopamine receptor (Homo sapiens), P35462; in the data active means max response below about -50%; inconclusive means no clear call, values can overlap the other calls; further: on the % scale 0 is the no-effect control and ±100 the full control effect; mostly tested at two doses, the higher about 12 µM
Target sequence (P35462 whole entry, looked up): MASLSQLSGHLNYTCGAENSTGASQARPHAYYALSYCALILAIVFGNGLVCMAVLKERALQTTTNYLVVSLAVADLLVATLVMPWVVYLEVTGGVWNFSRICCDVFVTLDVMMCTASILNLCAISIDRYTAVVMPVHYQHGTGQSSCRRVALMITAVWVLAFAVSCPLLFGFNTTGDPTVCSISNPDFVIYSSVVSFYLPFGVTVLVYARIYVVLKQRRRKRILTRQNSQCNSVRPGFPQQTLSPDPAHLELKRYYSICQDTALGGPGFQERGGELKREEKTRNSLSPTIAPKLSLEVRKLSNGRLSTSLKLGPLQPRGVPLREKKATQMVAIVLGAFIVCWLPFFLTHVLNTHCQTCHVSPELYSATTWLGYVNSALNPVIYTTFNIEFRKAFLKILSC
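Cells expressing the human receptor were seeded at 1500 cells/well, incubated overnight at 37 degrees C in 5% CO2, then exposed to library compounds with dopamine controls for 90 minutes at 37 degrees C before luminescent detection.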
GLP1R ag = qHTS of GLP-1 Receptor Agonists; Glucagon-like peptide 1 receptor (Homo sapiens), P43220; HEK293 GLP-1R CRE-luciferase, luminescence, 4-6 h; cells express a hypersensitive GLP-1R form; Potency, µM (titrated, usually from 45.6 µM), for inactives: at the highest dose activation, hits mostly activators; 380,000 tested, 0.007% active; AID 624172, 2012; further: potency means the concentration at half of the fitted maximal effect; % of control where 0% means no effect
PTHR1 ag = qHTS for PTHR1 Agonists: Primary Screen; Parathyroid hormone/parathyroid hormone-related peptide receptor (Homo sapiens), Q03431; HEK293 GP2 PTHR1 cells, GloSensor cAMP luminescence, 1 h; Potency, µM (doses to about 115 µM), inactives show at the highest dose activation, usual class: activators; 410,000 tested, 0.075% active; AID 743266, 2014; further: potency means the concentration at half of the fitted maximal effect; nearly all actives have a fitted effect of over 55% in size; some results filed as inactive show a strong effect at the top dose; inactives centre near -15; many of its hits are not listed in these tables
Target sequence (Q03431 whole entry, looked up): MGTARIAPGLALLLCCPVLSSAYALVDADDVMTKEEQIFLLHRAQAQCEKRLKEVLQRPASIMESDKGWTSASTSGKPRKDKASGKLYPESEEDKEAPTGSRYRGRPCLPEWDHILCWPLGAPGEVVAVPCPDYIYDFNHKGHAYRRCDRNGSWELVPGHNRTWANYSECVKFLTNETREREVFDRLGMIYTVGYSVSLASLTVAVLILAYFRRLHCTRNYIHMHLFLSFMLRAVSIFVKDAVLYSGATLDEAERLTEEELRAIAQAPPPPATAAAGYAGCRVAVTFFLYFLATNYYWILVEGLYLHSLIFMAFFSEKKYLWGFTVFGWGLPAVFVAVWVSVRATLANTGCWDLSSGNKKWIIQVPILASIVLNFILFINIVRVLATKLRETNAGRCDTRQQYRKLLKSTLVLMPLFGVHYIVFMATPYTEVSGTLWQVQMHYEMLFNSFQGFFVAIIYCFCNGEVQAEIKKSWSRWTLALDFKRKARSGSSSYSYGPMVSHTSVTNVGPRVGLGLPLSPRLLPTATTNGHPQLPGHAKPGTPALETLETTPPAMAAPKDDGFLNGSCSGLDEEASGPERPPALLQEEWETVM
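HEK-293-derived GP2 cells expressing PTHR1 and a GloSensor cAMP reporter, 3,000/well, plated overnight, given luciferin plus IBMX (each 0.5 mM as added) for 1 h at 37 °C, then compound for 1 h at 37 °C. Luminescence was read after 15 min at room temperature.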
Akt phos inh = HTS Assay for Inhibitors of Akt Phophorylation: Primary Screen; AID 651550, 2012; 360,000 tested, 0.32% active; Neuro2A IGF-stimulated pAkt S473 HTRF, 20 min; stronger effect = lower value; activity change, % for hits at 50 µM; in the data active means activity change below about -80%; inconclusive means mostly about -51% to -80%; further: on the % scale 0 is the no-effect control and ±100 the full control effect
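Neuro2A cells (4,500/well, DMEM with 0.5% FBS) were treated with compound at a single 50 µM final concentration, stimulated with 6 nM IGF for 20 min at 37 °C, and lysed. Phospho-Akt Ser473 was read by HTRF as 665/615 ratio ×10^4.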
Abeta yeast res = qHTS for compounds that reverse cellular toxicity of Amyloid beta (A-beta) peptide in yeast: Primary Screen; yeast expressing A-beta42, growth rescue, OD600, 48 h; response scale: 0% DMSO, 100% iron-clioquinol control; Potency, µM (highest dose often 46.1 µM), for inactives: at the highest dose growth rescue, hits mostly activators; 410,000 tested, 0.063% active; further: potency means the concentration at half of the fitted maximal effect; nearly all actives have a fitted effect of over 55% in size
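Growth rescue measured by 600 nm absorbance after 48 h yeast culture at 30 C with compound. Values normalized between DMSO and an equimolar ferric chloride plus clioquinol control.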
GLP-1R inv ag = qHTS of GLP-1 Receptor Inverse Agonists (Inhibition Mode); HEK293 GLP-1R CRE-luciferase, luminescence, 24 h; GLP-1R form is constitutively active; Potency, µM (titrated, usually from 38.3 µM), inactives show top-dose activity change, negative = inhibition, hits mostly inhibitors; 410,000 tested, 1.6% active; AID 624417, 2012; further: potency means the concentration at half of the fitted maximal effect; on the % scale 0 is the no-effect control and ±100 the full control effect; nearly all actives have a fitted effect of over 55% in size
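Constitutively active GLP-1R drives a cAMP-responsive luciferase in stably transfected HEK293 cells; test compounds are added after overnight (12 h) attachment and left 24 hr, and signal loss in luminescence marks inhibition.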
TDP-43 yeast inh = qHTS of TDP-43 Inhibitors | Potency, µM (doses to about 46.1 µM), for the others: at the top dose growth rescue (activation), hits mostly activators | 410,000 tested, 1.8% active | AID 652104, 2013 | TDP-43 expressing yeast growth rescue, BacTiter-Glo, 24 h; further: potency means the concentration at half of the fitted maximal effect; % of control where 0% means no effect; nearly all actives have a fitted effect of over 50% in size
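Yeast expressing TDP-43 (pregrown in raffinose, seeded at OD600=0.02 in galactose medium) exposed to compounds 24 hr at 30 deg C. Growth read by BacTiter-Glo luminescence; rescue of toxicity appears as increased signal.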
FUS suppressor = qHTS for Suppressors of FUS Proteinopathy: Primary screen using FUS-linked yeast assay; S. cerevisiae FUS-expressing, growth rescue, OD600, 24 h; 390,000 tested, 0.24% active; Potency, µM (doses to about 76.6 µM), inactives show at the top dose growth rescue (activation), most hits filed as activators; AID 1347120, 2019;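 further: potency means the concentration at half of the fitted maximal effect; plate controls were DMSO vehicle for no effect and reference control for full effect; nearly all actives have a fitted effect of over 55% in size; some results filed as inactive show a strong effect at the top dose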
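FUS-expressing yeast, raffinose-pregrown, induced in 2% galactose minimal medium at OD 0.005; compounds in a dilution series, 24hr at 30C. Growth restoration read as absorbance at 600 nm. CP55940 positive control, DMSO negative.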
aSyn rescue = qHTS of alpha-syn Inhibitors; 370,000 tested, 0.14% active; Potency, µM (series often up to 46.1 µM), for the others: at the highest dose growth rescue (activation), hits mostly activators; Yeast expressing alpha-synuclein, growth rescue, BacTiter-Glo, 24 h; further: potency means the concentration at half of the fitted maximal effect; % of control where 0% means no effect; nearly all actives have a fitted effect of over 65% in size
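Readout is rescue of growth in alpha-synuclein-expressing yeast, so inhibitors of toxicity appear as activators. Growth after 24 hr at 30 deg C in galactose medium is quantified by luminescence.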
Starred values were filed as active, the others as inactive; i = inactive; ? = inconclusive; · = not tested or not shown; & = joins results of further samples; [ ] = another dose, or the depositor's remark. Unless noted, the call rests on the fitted dose curve; in most records, active means well fitted curve in the direction sought with a large enough effect; inconclusive means small, poorly fitted or top-dose-only effect, or another doubt; inactive means no such curve, though single readings can be large; an effect the other way counts as inactive or inconclusive.

SMILES	DRD3 antagonist	GLP1R ag	PTHR1 ag	Akt phos inh	Abeta yeast res	GLP-1R inv ag	TDP-43 yeast inh	FUS suppressor	aSyn rescue
CCC(C(=O)NCCN1CCN(C)CC1)n1c(C)c2cnn(-c3ccccc3)c(=O)c2c1C (configuration not stated)	-15	2%	i	i	-14%	-27%	-15%	5%	-8%
CN(c1nc(-c2ccc(Br)cc2)cs1)C1CCS(=O)(=O)C1 (configuration not stated)	0	3%	-36%[inhibitor]	i	14%	-4%	20%	10%	-7%
CCOP(=O)(OCC)c1nc(-c2ccccc2)oc1N1CCCCC1	17	2%	i	i	15%	-27%	21%	-8%	7%
CCCN(c1ccccc1C(=O)O)S(=O)(=O)c1ccc2c(c1)n(C)c(=O)n2C	3	-1%	i	i	4%	13%	0%	-27%	1%
O=C(NCCc1csc(-c2ccc(C(F)(F)F)cc2)n1)c1ccc(F)c(F)c1	·	-2%	-32%[inhibitor]	·	9%	10µM*	25µM*	?	-4%
COc1ccc2c(C)c(Cc3ccccc3)c(=O)oc2c1OC	13	16%	-24%	i	-1%	50%[activator]	?	-21%	1%
CCc1ccc2c(c1)c1nnc(NN)nc1n2C	4	16%	i	i	-39%[inhibitor]	13%	14%	?	1%
CCC(CC)C(=O)NCc1ccc(Cl)cc1	-17	10%	-5%	i	-14%	-2%	5%	-3%	7%
CCc1nn2c(=O)c(S(=O)(=O)Nc3ccc(C)c(C)c3)c(C)nc2s1	·	·	i	·	?	-20%	0%	?	·
O=C(c1cccc(COc2ccc(Cl)cc2Cl)c1)N1CCN(c2ccccn2)CC1	20	1%	-22%[57.5 µM]	i	-61%[inhibitor]	0%	-5%	31%	-5%
Cc1cc(C)cc(C(O)c2ncc(-c3ccccc3C(F)(F)F)[nH]2)c1 (configuration not stated)	-29	1%	i	i	11%	?	24%	-14%	7%
COc1ccc(S(=O)(=O)N(C)C[C@H]2Oc3ccc(NC(=O)CCC(F)(F)F)cc3C(=O)N([C@H](C)CO)C[C@@H]2C)cc1	0	-6%	i	i	20%	12%	20%	22%	-3%
O=C(NNS(=O)(=O)c1ccccc1)c1csc(-c2cccnc2)n1	-12	-1%	i	i	7%	3%	22%	-20%	-3%
CCOC(=O)c1[nH]c2ccc(OC)cc2c1NC(=O)c1cccc(OC)c1	-5	3%	-3%	i	-53%[inhibitor]	?	?	8%	6%
COC(=O)c1ccc(C23CC4(C2)[C@H](CN(Cc2cccnc2)[C@@H]4c2ccccc2)C3c2ccccc2)cc1 (some centres not stated)	-28	-1%	-27%	i	4%	8.9µM*	-17%	?	1%
CSc1ncccc1C(=O)N1CCN(C(=O)c2ccccc2)CC1	-16	-6%	i	i	0%	-11%	5%	27%	-4%
C/C=C(\C)CN1CCC(Oc2cc(C(=O)NC3CC3)ccc2OC)CC1	6	-11%	i	i	-8%	-21%	-17%	4%	0%
CCOC(=O)C(=CNc1nc2ccc(C(=O)OCC)cc2s1)C(=O)OCC	-6	-1%	4%	i	-9%	2%	-16%	8%	1%
CCCCC[n+]1ccn(-c2nc3ccccc3nc2[N-]S(=O)(=O)c2ccc(C)cc2)c1	17	-4%	i	i	2%	3%	0%	14%	-2%
O=C1CCN(CCCc2ccccc2)CCN1[C@H](CO)Cc1ccccc1	?	-3%	24%	i	-16%	2%	-28%	-1%	2%
CCN(CC)c1ccc(NC(=O)c2cnc3ccccn3c2=O)c(C)c1	23	1%	-34%[inhibitor]	i	-5%	0%	-9%	4%	-5%
C[C@H](CO)N1C[C@H](C)[C@@H](CN(C)Cc2ccc(Cl)c(Cl)c2)OCc2cnnn2CCCC1=O	4	-7%	i	i	-1%	-13%	0%	-8%	0%
Cc1ccc(CN2CC(C(=O)Nc3ccc(F)c([N+](=O)[O-])c3)CC2=O)cc1 (configuration not stated)	-26	2%	-24%	i	-18%	?	-25%	14%	-9%
O=[N+]([O-])c1ccc2nc(CCCc3nc4ccc([N+](=O)[O-])cc4[nH]3)[nH]c2c1	-1	4%	-20%	i	-4%	10%	9%	2%	4%
Cc1ccc(C2(C)NC(=O)N(CC(=O)Nc3cc(S(=O)(=O)N(C)C)ccc3C)C2=O)cc1 (configuration not stated)	?	4%	i	i	-1%	-34%	-12%	19%	-4%

Another view of part of the listing above.
| SMILES | DRD3 antagonist | GLP1R ag | PTHR1 ag | Akt phos inh | Abeta yeast res | GLP-1R inv ag | TDP-43 yeast inh | FUS suppressor | aSyn rescue |
| --- | --- | --- | --- | --- | --- | --- | --- | --- | --- |
| CCCN(c1ccccc1C(=O)O)S(=O)(=O)c1ccc2c(c1)n(C)c(=O)n2C | 3 | -1% | i | i | 4% | 13% | 0% | -27% | 1% |
| O=C(NCCc1csc(-c2ccc(C(F)(F)F)cc2)n1)c1ccc(F)c(F)c1 | · | -2% | -32%[inhibitor] | · | 9% | 10µM* | 25µM* | ? | -4% |

Carrying on:
SMILES	DRD3 antagonist	GLP1R ag	PTHR1 ag	Akt phos inh	Abeta yeast res	GLP-1R inv ag	TDP-43 yeast inh	FUS suppressor	aSyn rescue
COc1nc(OC)nc(N2CCC(C(=O)NCc3cccs3)CC2)n1	5	0%	4%[57.5 µM]	i	-13%	6%	-5%	12%	-1%
CCOc1cc(-c2ccc(N)c(OCC)c2)ccc1N	7	2%	-7%	i	-11%	-23%	4%	?	-11%
O=C(COC(=O)CCN1C(=O)/C(=C\C=C\c2ccccc2)SC1=S)Nc1cc(F)ccc1F	7	0%	-16%	i	3%	38%[activator]	17%	29%	1%
CCCNC(=O)COc1ccccc1[N+](=O)[O-]	8	1%	i	i	-2%	33%[activator]	0%	8%	7%
CCCCc1nc(Cl)c(C#N)c2c1CCCC2	9	18%	-18%	i	14%	-19%	17%	-37%	1%
COc1ccc(CN(CCC#N)CCC2(c3ccccc3)CC(C)N(C)CC2C)cc1OC (configuration not stated)	-4	3%	i	i	-10%	10µM*	7%	2%	0%
COc1ccc(CCN2CC(C(=O)NCc3cnn(C(C)C)c3)CCC2=O)cc1 (configuration not stated)	4	-1%	5%	i	-6%	22%	13%	·	0%
O=C(Nc1ccncc1)C1CC(=O)N(c2ccc(F)cc2)C1 (configuration not stated)	4	4%	i	i	-3%	12%	-6%	9%	1%
Cc1ccc(Cn2c(=O)c3cccnc3n(CC(=O)Nc3cccc(C(F)(F)F)c3)c2=O)cc1	-21	2%	-26%	i	-5%&0%	?	12%&-14%	10%&14%	1%
COC(=O)c1c(NC(=O)CN2CCN(C(=O)c3ccco3)CC2)c2c(C)cccc2n1C	58	13%	i	i	-1%	5%	-10%	-11%	2%
NC(=O)c1ccc(NC(=O)COC(=O)C2CCN(S(=O)(=O)c3cccs3)CC2)cc1	4	-8%	i	i	-18%	8%	-1%	-10%	-1%
Cc1cc(C)c(-c2cc(NC(=O)COC(=O)c3ccc(CO)cc3)n(-c3ccccc3)n2)cc1C	3	-3%	i	i	13%	?	23%	27%	?
N#Cc1ccc(CN2CCN(C(=O)c3cc(Cl)c4c(c3)OCCO4)CC2)cc1	-3	-5%	-31%[inhibitor]	i	-6%	-4%	20%	-1%	5%
Cc1cccc(NC(=O)COC(=O)C2C3CC4OC(=O)C2C4C3)c1C (configuration not stated)	-9	8%	4%	i	-6%	13%	-9%	-31%	0%
Cn1cc(C(=O)N/N=C/C2=C(N3CCOCC3)C(=C\c3ccccc3)/CC2)ccc1=O	0	3%	-16%	i	0%	1%	12%	·	1%
CCOC(=O)N1C(=O)c2cc(OC)ccc2S1(=O)=O	18	-9%	8%[57.5 µM]	i	5%	6%	-9%	-11%	3%
CCOc1ccc(CN(C)c2nc(-c3cccnc3)nc3ccccc23)cc1OC	9	?	-47%[inhibitor]	i	-23%	?	6%	7%	-10%
CN(C(=O)COC(=O)c1ccc(S(=O)(=O)N2CCCCCC2)cc1)c1ccccc1	-5	6%	-40%	i	1%	5%	4%	-41%	0%
CS(=O)(=O)c1ccc(Oc2ccc(-c3nnco3)cc2)c([N+](=O)[O-])c1	10	3%	i	i	-7%	5%	-11%	18%	0%
O=C(CSc1nnc2n1CCCCC2)Nc1ccc(N2CCOCC2)cc1	8	0%	i	i	0%	54%[activator]	4%	4%	2%
C[C@H](CO)N1C[C@H](C)[C@@H](CN(C)Cc2ccncc2)Oc2c(NC(=O)c3ccncc3)cccc2C1=O	2	6%	i	i	3%	7%	17%	-26%	24%
O=C(c1ccc(C(=O)N2CCCc3ccccc32)s1)N1CCCc2ccccc21	12	6%	-29%	i	-55%[inhibitor]	-16%	-43%[inhibitor]	14%	13%
CC(C)(C)C(=O)COC(=O)c1c2c(nc3ccccc13)CCC2	6	10%	i	i	-3%	16%[7.66 µM]	21%[9.22 µM]	?	-4%
O=C(CSc1nc2ccccc2c(=O)[nH]1)Nc1cccc([N+](=O)[O-])c1	0	5%	28%	i	12%	12%	-3%	7%	0%
CCCCN1C=C(C(=O)c2ccccc2)C(=O)CC1	-26	-2%	?	i	-3%	15%	?	-6%	5%
C=C(C)Cn1c(N2CCCC2)nc2c1c(=O)[nH]c(=O)n2C	25	4%	i	i	-2%	3%	5%	-11%	4%
Cc1ccc(NC(=O)Cn2cc(S(=O)(=O)c3ccc(F)cc3)c(=O)c3cc(F)ccc32)cc1	?	-1%	13%	i	-15%	15%	-3%	-10%	9%

A portion of the library; count on the stated rates, not on these rows.
